# FEN1 inh: human FEN1 inhibition | Recombinant FEN1 flap cleavage, fluorescence, 15 min | Potency, µM (top dose mostly 114 µM), for inactives: at the highest dose activity change, negative = inhibition, hits mostly inhibitors | hit rate 0.35% among 390,000 | P39748 | AID 588795; further: nearly all actives have a fitted effect of over 65% in size
# Target sequence (P39748 whole entry, looked up): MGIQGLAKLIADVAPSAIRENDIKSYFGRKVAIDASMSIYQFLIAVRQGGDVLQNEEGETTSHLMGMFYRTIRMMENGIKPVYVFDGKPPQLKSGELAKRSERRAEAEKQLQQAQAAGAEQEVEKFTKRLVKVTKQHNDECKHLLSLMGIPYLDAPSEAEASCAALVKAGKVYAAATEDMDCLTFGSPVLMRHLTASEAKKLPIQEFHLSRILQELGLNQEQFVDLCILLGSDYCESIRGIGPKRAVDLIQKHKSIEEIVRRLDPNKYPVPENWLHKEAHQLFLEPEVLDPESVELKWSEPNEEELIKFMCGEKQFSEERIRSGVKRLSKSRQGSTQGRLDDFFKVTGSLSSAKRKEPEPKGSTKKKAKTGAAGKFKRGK
#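 Nuclease activity of 10 nM FEN1 was measured after 15 min of room-temperature exposure to titrated compounds, by adding 50 nM flap substrate and reading plates at 0 and 15 min.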
# TDP1 inh: TDP1 (human) enzyme inhibition; recombinant TDP1, AlphaScreen DNA substrate cleavage; Potency, µM (series often up to 130 µM), for inactives: top-dose activity change, negative = inhibition, usual class: inhibitors; hit rate 0.28% among 350,000; further: nearly all actives have a fitted effect of over 40% in size
# Target sequence (Q9NUW8 whole entry, looked up): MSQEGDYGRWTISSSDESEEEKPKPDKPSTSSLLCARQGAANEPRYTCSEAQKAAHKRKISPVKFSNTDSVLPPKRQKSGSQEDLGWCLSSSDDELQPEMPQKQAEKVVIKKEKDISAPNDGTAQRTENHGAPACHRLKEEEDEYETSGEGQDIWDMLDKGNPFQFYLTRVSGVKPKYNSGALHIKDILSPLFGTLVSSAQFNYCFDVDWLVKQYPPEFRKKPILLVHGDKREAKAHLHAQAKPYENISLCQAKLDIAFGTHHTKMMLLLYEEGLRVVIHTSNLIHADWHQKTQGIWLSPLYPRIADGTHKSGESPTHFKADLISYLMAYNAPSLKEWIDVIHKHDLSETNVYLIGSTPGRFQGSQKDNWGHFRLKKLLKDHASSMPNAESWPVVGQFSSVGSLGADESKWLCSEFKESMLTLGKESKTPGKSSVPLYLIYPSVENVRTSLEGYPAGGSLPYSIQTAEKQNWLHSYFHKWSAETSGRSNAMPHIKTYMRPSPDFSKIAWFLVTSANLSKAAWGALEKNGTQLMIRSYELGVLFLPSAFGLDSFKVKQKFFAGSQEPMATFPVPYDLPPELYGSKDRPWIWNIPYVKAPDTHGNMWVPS
#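 Compounds were preincubated with Tdp1 (1 nM final) for 15 min at room temperature before substrate (15 nM final) started a 5 min reaction; beads (10 ug/ml final) were then added for 10 min before AlphaScreen detection.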
# N370S GC mod: N370S glucocerebrosidase modulation, Gaucher chaperone candidate; P04062; N370S GC spleen homogenate, 4MU-glucoside fluorescence; Potency, µM (top dose mostly 59.4 µM), for inactives: at the top dose activity change, negative = inhibition, usual class: inhibitors; hit rate 0.092% among 330,000; AID 2101;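 further: 0% = full enzyme activity and -100% = no enzyme basal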
# Starred values were filed as active, the others as inactive; ? = inconclusive; . = no result given; & = joins results of further samples; [ ] = another dose, or the depositor's remark. The call rests on the fitted dose curve; in most records, active means well fitted curve in the direction sought with a large enough effect; inconclusive means small, poorly fitted or top-dose-only effect, or another doubt; inactive means no such curve, though single readings can be large; an effect the other way counts as inactive or inconclusive. Unless noted, on the % scale 0 is the no-effect control and ±100 the full control effect; potency means the concentration at half of the fitted maximal effect.
1: CC(C)C(N)C(=O)NC(Cc1c[nH]c2ccccc12)C(=O)O (stereo unspecified)
2: Cc1nonc1CN(C)C(=O)CC1C(=O)NCCN1Cc1c(F)cccc1Cl (stereo unspecified)
3: Cc1nc2ccccc2n1CC(O)COc1ccc(Br)cc1 (stereo unspecified)
4: OC[C@@H]1CCC[C@@H](n2cnc3c(=S)nc[nH]c32)O1
5: COc1ccccc1-c1cc(C(F)(F)F)nc(S(=O)(=O)CCCC(=O)NC(C)C)n1
6: O=C(Nc1cccnc1)C1(F)C(F)(F)C(F)(F)C(F)(F)C(F)(F)C1(F)F
7: Cc1ccccc1-c1nnn(CC(=O)N(C)CC(=O)Nc2ccccc2C(F)(F)F)n1
8: CCc1c(C)nc2nc(SCc3ccccc3)[nH]n2c1=O

assay / compound	1	2	3	4	5	6	7	8
FEN1 inh	.	16%	4%	-3%	-9%	-6%	7%	11%
TDP1 inh	-9%	3%	3%	1%	-1%	1%	-7%	.
N370S GC mod	9%	14%	-9%	.	1%	-5%	2%	0%

9: CC(=O)NC(CCS(C)(=O)=O)C(=O)Nc1nc(C)cs1 (stereo unspecified)
10: Cc1cccc(NC(=O)c2oc3ccccc3c2NC(=O)Cc2coc3ccc(C(C)C)cc23)c1
11: COC(=O)c1[nH]c(C)c(/C(O)=C2\C(=O)C(=O)N(CCN(C)C)C2c2ccc(C)o2)c1C (stereo unspecified)
12: O=C(NCCN1CCOCC1)/C(=C\c1ccc(F)cc1)NC(=O)c1ccccc1
13: N#Cc1ccccc1S(=O)(=O)N1CCN(C(=O)CN2C(=O)NC3(CCCC3)C2=O)CC1
14: O=S(=O)(Nc1ccc(-n2cnnn2)cc1)c1cccs1
15: Cc1ccc(N2CCN(C(=O)CN3C(=O)c4ccccc4C3=O)CC2)cc1
16: O=S(=O)(NC1CC1)c1ccc(S(=O)(=O)N2CCC3(CC2)OCCO3)cc1

assay / compound	9	10	11	12	13	14	15	16
FEN1 inh	1%	-10%	1%	-5%	10%	7%	-10%	-5%
TDP1 inh	1%	6%	-7%	6%	0%	2%	5%	0%
N370S GC mod	-13%	.	-2%	-4%	-6%	.	18%	-2%

17: O=C(CN1CCN(c2ccc(F)cc2)CC1)NCC1CCCO1 (stereo unspecified)
18: O=C(COC(=O)c1ccc(CSc2ccc(Cl)cc2)cc1)Nc1ccccc1
19: O=C(CSc1cn(CC(=O)N2CCCCCC2)c2ccccc12)Nc1ccccc1F
20: CCCOc1ccc(C(=O)Nc2ccc3oc(-c4ccncc4)nc3c2)cc1
21: COc1cccc(C2C(C(=O)Nc3ccc(C)cc3C)=C(C)Nc3c(C(=O)Nc4ccccc4)cnn32)c1 (stereo unspecified)
22: O=C(Nc1cc(Cl)ccc1N1CCOCC1)c1ccc2c(c1)OCCO2
23: C/C(CC(=O)Nc1ccc(F)cc1)=N\NC(=O)Cc1csc(N)n1
24: Cc1ccc(C(=O)OC(C)C(=O)NC2CCCCC2C)cc1S(=O)(=O)N1CCCCC1 (stereo unspecified)

assay / compound	17	18	19	20	21	22	23	24
FEN1 inh	-6%	1%	-13%	15%	1%	1%	34%	-1%
TDP1 inh	-4%	-5%	8%	-3%[12.3 µM]	1%	0%	4%	0%[56.1 µM]
N370S GC mod	3%	4%	.	.	.	28%	1%	-1%

25: Cc1cc(C)cc(NC(=O)Cn2nnc(C(=O)NCc3ccccc3Cl)c2N)c1
26: Clc1ccc(-c2ccc(CNCCSc3nnnn3-c3ccccc3)o2)cc1
27: CC(=O)c1ccc(N2CCN(C(=O)c3cc(S(=O)(=O)N4CCCCCC4)cn3C)CC2)cc1
28: Cc1ccc(C)c(OCCC(=O)Nc2ccccc2C(=O)NC2CC2)c1
29: Cc1cc(C)c(C#N)c(N2CCN(Cc3ccccc3)CC2)n1
30: CON1C(=O)C(=O)N(OC)C(C)(C)C1(C)C
31: Cc1[nH]c2ccccc2c1C(=O)C(=O)NC1CC(=O)N(c2cccc(F)c2)C1 (stereo unspecified)
32: CCN1CCN(CCCNC(=O)c2ccc3c(c2)NC(=O)c2ccccc2S3)CC1

assay / compound	25	26	27	28	29	30	31	32
FEN1 inh	3%&-4%	-3%	-8%	-5%	-17%	-3%	-8%	18%
TDP1 inh	2%&-2%	9%	-1%	-1%	4%	0%	3%	1%
N370S GC mod	-10%	.	.	.	0%	1%	.	1%

33: O=C(COC(=O)CCc1nc2ccccc2c(=O)[nH]1)Nc1ccccc1
34: COc1ccccc1C(=O)NNC(=O)c1ccccc1
35: Nc1cccnc1Sc1cc(Cl)c(Cl)cc1Cl
36: Cc1ccccc1CC(=O)Nc1cccc(S(=O)(=O)N2CCCC2)c1
37: CCn1c(SCC(=O)Nc2cc3oc4ccccc4c3cc2OC)nnc1-c1cccs1
38: CCOc1ccc(-c2cn(-c3ccc(C)cc3)c(SCC(=O)Nc3ccc(C)cc3)n2)cc1
39: O=C(NCCCNC(=O)c1cnccn1)c1ccc(Br)cc1
40: COc1ccc(N(CC(=O)Nc2nccs2)S(=O)(=O)c2c(C)[nH]c(=O)[nH]c2=O)cc1

assay / compound	33	34	35	36	37	38	39	40
FEN1 inh	-7%	-9%	5%	-8%	7%	-12%	8%	1%
TDP1 inh	-11%	.	-4%	1%	4%	2%	.	8%
N370S GC mod	.	-5%	.	.	10%	.	-2%	-9%

41: O=c1cc(-c2ccc(F)cc2F)[nH]c2ccc(F)cc12
42: Nc1c(C(=O)NCCN2CCOCC2)c2nc3ccccc3nc2n1CCc1ccccc1
43: c1cc2ccc3ccc(-n4cnnn4)c4ccc(c1)c2c34
44: COC(=O)c1cc2oc3ccccc3c2n1CC(=O)Nc1ccccc1OC
45: Cn1c(=O)c2c(nc(CN3CCC(C(N)=O)CC3)n2Cc2c(F)cccc2Cl)n(C)c1=O
46: N#Cc1nc(-c2cccs2)oc1NCc1ccccc1
47: CCn1cc(C(=O)NCc2ccc3c(c2)OCO3)c(=O)c2cc(F)c(N3CCN(C(=O)c4ccco4)CC3)cc21
48: CCOc1ccc(Br)cc1S(=O)(=O)NC1=NCCCCC1

assay / compound	41	42	43	44	45	46	47	48
FEN1 inh	.	?	1%	0%	-13%	-5%	-15%	-7%
TDP1 inh	-5%[234 µM]	-3%	-9%	0%	4%	4%	3%	-1%
N370S GC mod	10%[89.1 µM]	9%	9%	2%	3%	29%	-11%	.

# Full records, looked up by structure.
# Shown for `Nc1c(C(=O)NCCN2CCOCC2)c2nc3ccccc3nc2n1CCc1ccccc1` → FEN1 inh = ?; TDP1 inh = -3%; N370S GC mod = 9%
# Shown for `Cn1c(=O)c2c(nc(CN3CCC(C(N)=O)CC3)n2Cc2c(F)cccc2Cl)n(C)c1=O` → FEN1 inh = -13%; TDP1 inh = 4%; N370S GC mod = 3%

# Following part.
49: O=C(Cc1ccc(Cl)cc1)Nc1ccccc1N1CCOCC1
50: O=C(Nc1ccccc1)c1ccc(S(=O)(=O)N2CCC(C(=O)O)CC2)cc1
51: Cc1noc(C)c1COC(=O)c1ccc2ccccc2n1
52: O=C(NCC1CCCO1)C(=O)NCC(c1ccco1)N1CCN(c2ccc(F)cc2)CC1 (stereo unspecified)
53: COc1ccc(-c2nc(C#N)c(NCCc3ccccc3)o2)cc1
54: Cc1ccc(S(=O)(=O)CC(=O)Nc2nccs2)cc1
55: CCC(C)(C(=O)Nc1ccccc1C)N(C(=O)CNC(C)=O)c1ccc(C)cc1 (stereo unspecified)
56: CC(=O)Nc1ccc(S(=O)(=O)N2CCNC(=O)CC2)cc1

assay / compound	49	50	51	52	53	54	55	56
FEN1 inh	-8%	0%	-11%	1%	0%	-2%	2%	4%
TDP1 inh	0%	1%	2%	1%	0%	1%	1%	0%
N370S GC mod	5%	4%	1%	4%	7%	-5%	7%	2%

57: Cc1ccc(C(=O)NNC(=O)C2CSC3(C)CCC(=O)N23)cc1 (stereo unspecified)
58: O=C(NCc1cccnc1)C(=O)NCC1OCCN1S(=O)(=O)c1ccccc1 (stereo unspecified)
59: CCOCC(=O)Nc1nnc(COc2ccc(Cl)cc2)s1
60: COc1ccc(-n2c(Cn3c(=O)sc4ccccc43)nnc2SCC(=O)N2CCCC2)cc1
61: COc1ccc(S(=O)(=O)NC(N)=NCCc2ccc(OC)c(OC)c2)cc1
62: Cc1cccc2c1-c1sc(C(=O)NCCCN3CCN(c4cccc(Cl)c4)CC3)cc1CO2
63: O=C(NCc1ccccc1Cl)C1CCCN(S(=O)(=O)c2cnc[nH]2)C1 (stereo unspecified)
64: COc1ccccc1OCc1cc(C(=O)N2CC3C[C@@H]4CC2C[C@H](C3)C4)no1

assay / compound	57	58	59	60	61	62	63	64
FEN1 inh	-1%	-12%	-2%	1%	.	2%	-4%	-20%
TDP1 inh	-17%	0%	5%	0%	0%	6%	4%	3%
N370S GC mod	6%	-1%	-1%	-2%	-7%	.	-1%	-3%

65: Cn1cnc(S(=O)(=O)N2CCCC(C(=O)NCc3ccc(F)cc3)C2)c1 (stereo unspecified)
66: O=c1sc2ccccc2c(N2CCCC2)c1[N+](=O)[O-]
67: Cc1cc(NC(=O)CSc2nc(Cc3ccccc3)c(C)[nH]2)no1
68: CCN(CC)CCNC(=O)c1nn(-c2ccc(C)cc2)c(=O)c2c1c1ccccc1n2C
69: COc1cccc(CN(CC(=O)NC2CCCCC2)C(=O)c2csnn2)c1
70: C=CCCC(=O)N1CCC(CCC(=O)NC2CC2)CC1
71: C=CCn1c(SCc2ccc3nonc3c2)nnc1-c1cccs1
72: O=C(c1ccco1)N1CCN(C(=O)C2CCCN(S(=O)(=O)c3cccc4nsnc34)C2)CC1 (stereo unspecified)

assay / compound	65	66	67	68	69	70	71	72
FEN1 inh	1%	3%	3%	1%	12%	13%	-1%	-2%
TDP1 inh	4%	2%	5%	5%	0%	1%	4%	-2%
N370S GC mod	.	4%	7%	-1%	-9%	-2%	7%	1%

73: CCOC(=O)N1CCC(NC(=O)CC2C(=O)NCCN2Cc2ccccc2)CC1 (stereo unspecified)
74: CCOC(=O)c1cc(=O)n2nc(-c3ccccc3F)nc2s1
75: Cc1ccsc1C1C(C#N)=C(N)Oc2n[nH]c(C)c21 (stereo unspecified)
76: COc1cc(C)c(Cl)cc1S(=O)(=O)NCCCN1CCOCC1
77: CN(CCC#N)c1ccc(/C=C(\C#N)c2ccccn2)cc1
78: NC(=O)COC(=O)c1ccccc1Oc1ccccc1
79: Cc1cc(Br)c(OCc2ccc(C(=O)N/N=C3\CC4CC=CC34)cc2)c(Br)c1 (stereo unspecified)

assay / compound	73	74	75	76	77	78	79
FEN1 inh	8%	-10%	2%	4%	-7%	-1%	4%
TDP1 inh	0%	-4%	3%	4%	6%	2%	3%
N370S GC mod	-1%	9%	-11%	-9%	24%	-6%	1%

# In the list so far, these have fluorine:
2: Cc1nonc1CN(C)C(=O)CC1C(=O)NCCN1Cc1c(F)cccc1Cl (stereo unspecified)
5: COc1ccccc1-c1cc(C(F)(F)F)nc(S(=O)(=O)CCCC(=O)NC(C)C)n1
6: O=C(Nc1cccnc1)C1(F)C(F)(F)C(F)(F)C(F)(F)C(F)(F)C1(F)F
7: Cc1ccccc1-c1nnn(CC(=O)N(C)CC(=O)Nc2ccccc2C(F)(F)F)n1
12: O=C(NCCN1CCOCC1)/C(=C\c1ccc(F)cc1)NC(=O)c1ccccc1
17: O=C(CN1CCN(c2ccc(F)cc2)CC1)NCC1CCCO1 (stereo unspecified)
19: O=C(CSc1cn(CC(=O)N2CCCCCC2)c2ccccc12)Nc1ccccc1F
23: C/C(CC(=O)Nc1ccc(F)cc1)=N\NC(=O)Cc1csc(N)n1
31: Cc1[nH]c2ccccc2c1C(=O)C(=O)NC1CC(=O)N(c2cccc(F)c2)C1 (stereo unspecified)
41: O=c1cc(-c2ccc(F)cc2F)[nH]c2ccc(F)cc12

assay / compound	2	5	6	7	12	17	19	23	31	41
FEN1 inh	16%	-9%	-6%	7%	-5%	-6%	-13%	34%	-8%	.
TDP1 inh	3%	-1%	1%	-7%	6%	-4%	8%	4%	3%	-5%[234 µM]
N370S GC mod	14%	1%	-5%	2%	-4%	3%	.	1%	.	10%[89.1 µM]

45: Cn1c(=O)c2c(nc(CN3CCC(C(N)=O)CC3)n2Cc2c(F)cccc2Cl)n(C)c1=O
47: CCn1cc(C(=O)NCc2ccc3c(c2)OCO3)c(=O)c2cc(F)c(N3CCN(C(=O)c4ccco4)CC3)cc21
52: O=C(NCC1CCCO1)C(=O)NCC(c1ccco1)N1CCN(c2ccc(F)cc2)CC1 (stereo unspecified)
65: Cn1cnc(S(=O)(=O)N2CCCC(C(=O)NCc3ccc(F)cc3)C2)c1 (stereo unspecified)
74: CCOC(=O)c1cc(=O)n2nc(-c3ccccc3F)nc2s1

assay / compound	45	47	52	65	74
FEN1 inh	-13%	-15%	1%	1%	-10%
TDP1 inh	4%	3%	1%	4%	-4%
N370S GC mod	3%	-11%	4%	.	9%

# Screening results as filed in PubChem.
